# UDG counter – counter-screen for AID inhibitors: uracil-DNA glycosylase inhibition. Potency, µM (titrated, usually from 115 µM), inactives show at the top dose activity change, negative = inhibition, usual class: inhibitors. AID 1347430. actives 0.14% (n = 91,000). FRET deamination/UDG coupled assay, UDG read, 4 h; note: nearly all actives have a fitted effect of over 65% in size
# AID inh – inhibitors of human activation induced cytidine deaminase. AID deamination FRET fluorescence, UDG-coupled, 4 h. actives 0.32% (n = 91,000). Q9GZX7. Potency, µM (top dose mostly 115 µM), without a hit: at the highest dose activity change, negative = inhibition, most hits filed as inhibitors; note: nearly all actives have a fitted effect of over 25% in size
# Target sequence (Q9GZX7 whole entry, looked up): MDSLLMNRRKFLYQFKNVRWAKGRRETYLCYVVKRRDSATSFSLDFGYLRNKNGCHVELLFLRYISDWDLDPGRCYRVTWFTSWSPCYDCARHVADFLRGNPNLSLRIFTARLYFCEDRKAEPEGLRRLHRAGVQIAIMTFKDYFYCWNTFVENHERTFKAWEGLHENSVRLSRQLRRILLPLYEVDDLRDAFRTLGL
# The depositor's hits bear a star; ? = inconclusive; [ ] = dose if it differs, or a comment. Calls come from the whole dose curve; as a rule, active = well fitted curve in the direction sought with a large enough effect; inconclusive = small, poorly fitted or top-dose-only effect, or another doubt; inactive = no such curve, though single readings can be large; an effect the other way counts as inactive or inconclusive. % is set by controls: 0 for no effect and ±100 for the full control effect; potency is the fitted concentration of half-maximal effect. Some of the compounds tested; the hit share may differ from the screen's.
SMILES,UDG counter,AID inh
O=C(COc1ccc(F)cc1)NC1CCCN(c2ncccn2)C1 (centres undefined),-19%,-10%
COc1nnc(-c2ccc(N3CCOCC3)c(NC(=O)C3CCCCC3)c2)c2ccccc12,-19%,?
CCCn1c(SCCc2ccccc2)nc2c1c(=O)[nH]c(=O)n2C,12%,-6%
CCOC(=O)C(NC(=O)c1ccc(F)c(F)c1)C(=O)OCC,2%,4%
CCOc1ccccc1NC(=O)CCc1c(C)nn(-c2ccc(N3CCCCC3)nn2)c1C,-7%[57.5 µM],10%
COc1ccc(NC(=O)C(C)N(c2ccccc2)S(C)(=O)=O)cc1 (centres undefined),-1%[57.5 µM],4%[57.5 µM]
O=C(Nc1ccc(SCc2cccnc2)cc1)c1ccc[n+]([O-])c1,4%,-15%
Cc1ccc(OCC(O)Cn2c(=N)n(CCN3CCCCC3)c3ccccc32)cc1 (centres undefined),-11%,-21%
COc1ccc(NC(=O)CN2C(=O)CSc3ccc(S(=O)(=O)N(C)C)cc32)cc1OC,-3%,-1%
COc1ccc(F)cc1C(=O)/C=C/c1ccc(C(=O)O)cc1,-2%,-3%
COc1ccc(CCNC(=O)c2cc3sccc3n2Cc2ccc(Cl)cc2)cc1OC,-14%,2%
COc1ccc(NC(=O)C(C)(C)C)cc1Cl,3%,1%
COc1ccc2cc(/C=C(/CC(=O)O)c3nc4ccccc4s3)ccc2c1,-2%,-3%
COc1ccc(N2CCN(S(=O)(=O)CCNC(=O)c3cc(=O)c4ccccc4o3)CC2)cc1,0%,19%
CN(C)C(=S)SCc1cc(C(C)(C)C)c(O)c(C(C)(C)C)c1,3%,-2%
O=C(CSc1nc2ccccc2s1)Nc1ccc(F)c(F)c1,-4%,-6%
COC(=O)CNC(=O)Cc1ccc(NC(=O)C2=COCC2)cc1,1%,4%
N#Cc1cccc(Oc2ccc(F)cc2)c1C#N,-3%,-11%
CCOc1ccc(Nc2sc(C(=O)c3ccc4c(c3)OCO4)c(N)c2S(=O)(=O)c2ccc(C)cc2)cc1,-11%,5%
O=C(c1ccc(F)c(F)c1)c1cc2ccccc2o1,2%,0%

# Profiles from above:
# CCOC(=O)C(NC(=O)c1ccc(F)c(F)c1)C(=O)OCC in the list: UDG counter = 2%; AID inh = 4%
# N#Cc1cccc(Oc2ccc(F)cc2)c1C#N in the list: UDG counter = -3%; AID inh = -11%

# Following part:
SMILES,UDG counter,AID inh
Cn1c(=O)oc2cc(S(=O)(=O)Nc3ccccc3O)ccc21,17%,65%[activator]
CC1=C(C(=O)Nc2ccc(C)cc2C)C(c2ccc(O)cc2)n2nc(SCC(=O)c3ccc(C)cc3)nc2N1 (centres undefined),-22%,3%
COc1ccccc1NC(=O)C(=O)NCc1ccc(C)cc1,1%,5%
O=C(O)COc1cccc2[nH]ccc12,-2%,40%[activator]
O=C(CNc1ccc(F)c(C(F)(F)F)c1)N1CCNC1=O,-4%,-13%
CCOc1ccc(OCC(=O)NCCS(=O)(=O)N2CCN(c3cccc(Cl)c3)CC2)cc1,-1%,6%
CC/C=C(/C)C(=O)NCc1ccco1,-7%,6%
CC(C)(C)OC(=O)N1CCC(c2c(C(=O)N3CCCCC3)cnn2-c2ccccc2Cl)CC1,0%,-23%
Cc1cc(F)ccc1NC(=O)C1CCCN(C(=O)c2cnn(-c3ccccc3)c2-n2cccc2)C1 (centres undefined),-19%,-1%
O=C(CN1CCN(C(=O)c2ccc(I)cc2)CC1)N1CCCCC1,2%,0%
COCCn1c(C)cc(O)c(C(c2cccc(F)c2)N2CCN(c3ccccc3)CC2)c1=O (centres undefined),4%,12%
CC1=C(C(N)=O)C(c2ccc(C)cc2)n2nc(SCc3ccccc3F)nc2N1 (centres undefined),1%,-4%
COc1ccc(CCNC(=O)Cn2ncc3c(=O)oc4ccccc4c32)c(OC)c1,0%,-10%
O=C(c1ccc2c(c1)OCO2)c1cn(Cc2ccc(Cl)cc2)c2ccc(F)cc2c1=O,-3%,?
CCOc1ccc(S(=O)(=O)N2CCC(N3CCN(Cc4ccc(F)cc4)C(=O)C3=O)CC2)cc1,0%,-5%
COc1cccc(Oc2ccc(N/C=C/C(=O)c3ccc(Cl)cc3)cc2)c1,4%,24%
CC(=O)NC(NC(C)=O)c1ccncc1,-2%,-1%
O=C1/C(=C/c2ccc(OCc3ccccc3)cc2)CCc2ccccc21,-11%,-9%
Cc1cccc(N(CC(=O)Nc2ccccc2C(F)(F)F)S(=O)(=O)c2ccccc2)c1C,-11%,-1%
CCn1nc(-c2ccc(C)c(S(=O)(=O)NC3CC3)c2)c2c(c1=O)CCCC2,-9%,-1%
Cc1cccc(Cc2c(C)nc3nc(SCc4ccccc4Cl)nn3c2C)c1,-4%,?
Cc1cc(C)cc(NC(=O)C2CCCN(c3cnccn3)C2)c1 (centres undefined),0%[57.5 µM],?
COc1ccc2oc(-c3ccc(NC(=O)c4ccc(C)cc4)cc3)nc2c1,0%,-5%
COc1ccc(Br)cc1C(=O)Nc1c(NCc2ccccc2)c2ccccc2oc1=O,7%,-1%
COc1ccc(CCC(C)NC(=O)C2(C#N)CCCC2)cc1 (centres undefined),-16%,-9%
O=C(Nc1cc(Br)ccc1I)C1CC2CCC1C2 (centres undefined),-10%,0%
CCCCCCOCCOc1ccccc1OCCOCCCCCC,-9%,-12%
CCC(C(=O)N1CCN(c2cc(Cl)ccc2C)CC1)n1nc(C)c2sc3ccccc3c2c1=O (centres undefined),?,-14%
CCOC(=O)/C(C#N)=C/c1ccc(OCc2ccc(Cl)cc2Cl)cc1,0%,-4%
CCOC(=O)c1c(C)oc2nc(C)nc(NCc3ccc(OC)cc3)c12,-5%,3%
COc1cccc(Cn2c(SCc3ccc(C(=O)N4CCCCC4)cc3)nc3ccncc32)c1,-2%,-18%
Cc1cc2ccccc2n1CC(=O)Nc1ccc(OCC(N)=O)cc1,-1%,-3%
CC(=O)NNC(=S)Nc1ccc(Cl)c(Cl)c1,6%,8%
CCCNC(=O)CN1C(=O)c2cccnc2Sc2ccccc21,-4%,8%
Cc1ccc(Cl)cc1N1CCN(S(=O)(=O)c2cc(Br)cc3c2N(C(=O)C2CC2)CC3)CC1,-14%,25%
CCOc1ccc(-n2c(=O)c3c4c(sc3n(Cc3cccc(C)c3)c2=O)CCCC4)cc1,2%,-3%
CC(SC(c1ccccc1)c1ccccc1)C(=O)NC(C)(C)C (centres undefined),6%,-5%
CCc1ccc(OCc2nnc(SCc3c(F)cccc3Cl)n2CC(C)C)cc1,-11%,-23%
CC(C(=O)N1CCc2ccccc2C1)N(C)CC(=O)Nc1ccccc1C(F)(F)F (centres undefined),3%,-3%
N#CC1(C(=O)Nc2cccc(Cl)c2)CCCC1,8%,0%

# A different layout for part of the listing above:
canonical_smiles	UDG counter	AID inh
Cc1cc(C)cc(NC(=O)C2CCCN(c3cnccn3)C2)c1 (centres undefined)	0%[57.5 µM]	?
COc1ccc2oc(-c3ccc(NC(=O)c4ccc(C)cc4)cc3)nc2c1	0%	-5%
COc1ccc(Br)cc1C(=O)Nc1c(NCc2ccccc2)c2ccccc2oc1=O	7%	-1%

# Next section.
SMILES,UDG counter,AID inh
Cc1cccc(NC(=O)c2ccc3c(c2)CCC3)c1C,4%,6%
O=[N+]([O-])c1ccccc1C=C(c1ccccc1)c1ccccc1,-9%,-7%
Cc1ccc2oc(=O)cc(CN3CCN(c4cccc(Cl)c4)CC3)c2c1,-5%,-3%
Cc1ccc(C(=O)NC2(C(F)(F)F)N=C(c3ccccc3)N(Cc3ccccc3)C2=O)cc1 (centres undefined),4%,38%
Cc1cccc(C(=O)Nc2sc3c(c2C(=O)NCc2ccco2)CCCC3)c1,-5%,3%
CC(=O)c1ccc(NC(=O)c2cn(CCC#N)nc2-c2cccs2)cc1,6%,1%
CCc1nn(CC(=O)NCCCOC)c(=O)c2cc3occc3n12,-17%,-8%
CCCCCCCC(=O)Nc1ccc(C(=O)N/N=C/c2cccc(Br)c2)cc1,2%,-1%
CCOc1ccc(N(Cc2ccccc2)C(=O)c2nc(S(C)(=O)=O)ncc2Cl)cc1,-10%,?
CCN(CC)C(=O)c1ccc(NS(=O)(=O)c2ccccc2C#N)cc1,-3%,-1%
COc1ccc(-c2n[nH]c3c2C(c2ccc(Cl)cc2Cl)NC3=O)cc1 (centres undefined),-9%,-9%
CCOc1cc(C(=O)N2CCc3c([nH]c4ccccc34)C2c2ccccc2)cc(OCC)c1OCC (centres undefined),-16%[57.5 µM],3%
COc1ccc(C2=NOC(C(=O)Nc3ccc(OC(F)(F)F)cc3)C2)cc1 (centres undefined),-3%,2%
COc1ccc2sc(N(Cc3cccnc3)C(=O)COc3ccccc3)nc2c1,-8%,4%
Cc1cccc(C)c1OCc1nc2c3c(-c4ccccc4)c(-c4ccccc4)oc3ncn2n1,-13%,0%
COc1cccc(Cn2c(=O)c3sccc3n(CC(=O)N(C)C3CCCCC3)c2=O)c1,-5%,-3%
CCc1cc(C(=O)Nc2c(C)nn(Cc3ccccc3Cl)c2C)no1,-3%[57.5 µM],18%[57.5 µM]
CC(CCc1ccccc1)NC(=O)Cn1ncc2c3ccccc3n(Cc3cccc(Cl)c3)c2c1=O (centres undefined),7%,-11%
CCNc1c(NC(=O)c2cc(OCC)c(OCC)c(OCC)c2)c(=O)oc2ccccc12,9%,16%
O=C(CSc1cn(CC(=O)N2CCOCC2)c2ccccc12)Nc1ccccc1F,-11%,-2%
COc1ccc(N2C(=O)CSC23C(=O)N(Cc2cccc(F)c2)c2ccccc23)cc1Cl (centres undefined),-7%,-1%
CC(=O)NC(C(=O)NC(C)c1ccc(Cl)cc1)C(C)C (centres undefined),8%,7%
COc1ccc(OC)c(NC(=O)C(=O)c2cn(CC(=O)N3CCOCC3)c3ccccc23)c1,1%,6%
Cc1ccc(CNC2c3ccccc3-c3ccccc32)cc1,2%,-9%
Cn1ncc(C(=O)NCc2ccncc2)c1-n1cccc1,-16%,-15%
CCOc1ccc(-c2nnc(SCC(=O)NCc3ccc(C)cc3)nc2-c2ccc(OCC)cc2)cc1,-3%,10%
C=Cc1ccc(Cn2nc(-c3ccc(C)cc3)ccc2=O)cc1,-9%,?
COc1ccc2[nH]c(CO)cc2c1,-5%,35%[activator]
Cc1nn2c3c(cnc2c1-c1ccc(Cl)cc1)C(=O)CC(c1ccc(C(C)C)cc1)C3 (centres undefined),-4%,6%
O=C(c1cc(C(F)(F)F)cc(C(F)(F)F)c1)N1CCCC(CO)C1 (centres undefined),3%,4%
CCOC(=O)c1[nH]c(C)c(CCC(=O)NCc2ccc(C)cc2)c1C,-1%,-11%
O=C(Nc1ccc2c(c1)N(C1CCCC1)C(=O)c1ccccc1S2)c1ccccc1,0%,10%
Cc1cccc(C(=O)Nc2cc3c(cc2N2CCOCC2)n(C)c(=O)n3C)c1,-4%,279%[activator]
N#Cc1nc(-c2ccccc2F)oc1NCCc1ccccc1,-2%,-3%
O=C(c1ccc2c(c1)OCCO2)N(Cc1cccnc1)c1nc2ccc(Cl)cc2s1,-10%,-19%
COc1ccc(Nc2oc(-c3ccc(COc4ccc(OC)cc4)o3)nc2C#N)cc1,-26%,1%
COc1cccc(CNC(=O)c2cc(S(=O)(=O)N3CCCCCC3)cn2C)c1,-9%,-9%
CCCCCC/C(=C\C=N\NC(N)=O)c1ccccc1,-14%,-3%
Cc1cc(C)c(NC(=O)CCc2c[nH]c3ccccc23)c(C)c1,3%,2%
N#Cc1nc(C2CC2)oc1N1CCN(C(=O)NCC2CC2)CC1,3%,5%
COc1cccc(Cn2c(C)c(CNC3CCCCC3)c(C(=O)O)c2C)c1,-13%[57.5 µM],-14%
CC1CCN(S(=O)(=O)c2ccc3c(c2)CCN3C(=O)Nc2ccccc2Br)CC1,-1%,4%
Oc1c(C(c2ccccc2)N2CCOCC2)sc2nc(-c3ccco3)nn12 (centres undefined),-4%,5%
O=C1OC(C(=O)Nc2cccc(Br)c2)Cc2ccccc21 (centres undefined),9%,15%
CCOc1ccc(OC(=O)c2cn(-c3ccc(C)cc3)c(=O)c3ccccc23)cc1,-1%,6%
O=C(Nc1c(Cl)cc(Cl)cc1Cl)C12CC3CC(CC(Cl)(C3)C1)C2,-5%,-19%
Cc1cc(C)cc(C(=O)NCc2ccco2)c1,-7%,1%
CC1Cc2ccccc2N1S(=O)(=O)c1nnc(NC(=O)c2ccccc2Br)s1 (centres undefined),7%,45µM*
CC(C)CC(=O)N1CCC(N2CCCCCC2)CC1,-2%,2%
CN(C)CCNc1oc(/C=C/c2ccccc2)nc1C#N,-9%,-11%
CCOc1cc(C(=O)Nc2cnc3ccccc3c2)ccc1OC,-4%,-9%
CCOC(=O)c1cc(-c2ccc(OC)c(S(=O)(=O)Nc3ccc(OC)cc3OC)c2)on1,?,-8%
CCOC(=O)N1CCN(Cc2nc3cc(NC(=O)CC)ccc3n2C(C)C)CC1,-8%,11%
CCOC(=O)c1cnc2cc(C(F)(F)F)ccc2c1N1CCN(c2cccc(Cl)c2)CC1,0%[57.5 µM],-25%[57.5 µM]

# Three compounds picked at random from the list so far, as already listed:
SMILES,UDG counter,AID inh
COc1cccc(Cn2c(C)c(CNC3CCCCC3)c(C(=O)O)c2C)c1,-13%[57.5 µM],-14%
CCOC(=O)N1CCN(Cc2nc3cc(NC(=O)CC)ccc3n2C(C)C)CC1,-8%,11%
CCOC(=O)c1cc(-c2ccc(OC)c(S(=O)(=O)Nc3ccc(OC)cc3OC)c2)on1,?,-8%
